# Assay outcomes deposited in PubChem BioAssay by National Center for Advancing Translational Sciences (NCATS).
# ERK AVP inh = qHTS Assay for Inhibitors of the ERK Signaling Pathway using a Homogeneous Screening Assay; hit rate 0.99% among 72,000; HEK293-V1b, vasopressin-stimulated pERK AlphaScreen; Potency, µM (doses to about 57.5 µM), for inactives: at the top dose activity, negative = inhibition, actives largely listed as inhibitors; note: potency is the fitted concentration of half-maximal effect; % is set by controls: 0 for no effect and ±100 for the full control effect; nearly all actives have a fitted effect of over 55% in size
#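 HEK293 cells stably expressing V1b receptor, preincubated 30 min at 37 °C with compound, then stimulated 5 min with 25 nM vasopressin. Phospho-ERK by AlphaScreen SureFire after 5 h RT; normalized to DMSO and vasopressin; AC50 by Hill fit.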
# Fluorescein autfl = qHTS Assay for Spectroscopic Profiling in Fluorescein Spectral Region. Compound autofluorescence, 480/540 nm, fluorescein-equivalent; hits give high values. max fluorescein-equivalent concentration, M. hit rate 0.91% among 59,000. AID 593, 2007; in the data active = max fluorescein-equivalent concentration above about 10 nM; inconclusive = between about 1.1 nM and that limit
#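 Library compounds, added at multiple concentrations to pH 8.0 Tris buffer (100 mM), incubate 15 min at room temperature before CCD imaging at 480 nm excitation and 540 nm emission.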
# Texas Red fluor = qHTS Assay for Spectroscopic Profiling in Texas Red Spectral Region | Compound fluorescence, Texas Red channel, 547/618 nm; hits give high values | hit rate 0.06% among 59,000 | AID 587, 2007 | max dye-equivalent concentration, M; in the data active = max dye-equivalent concentration above about 10 nM; inconclusive = between about 1.1 nM and that limit
#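 Pin-transferred compounds and Texas Red standards go into 100 mM Tris buffer, pH 8.0. After 15 min at room temperature, plates are imaged with 547/618 nm filters. Each value is a dye-equivalent concentration derived from the per-plate dye curve.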
# A350 fluor = qHTS Assay for Spectroscopic Profiling in A350 Spectral Region | Compound autofluorescence, 340/450 nm, Alexa 350 dye-equivalents; hits give high values | max dye-equivalent concentration, M | hit rate 11% among 59,000; in the data active = max dye-equivalent concentration above about 10 nM; inconclusive = mostly about 1.1 nM to 9.6 nM
# Luciferase inh = qHTS Assay for Inhibitors of Firefly Luciferase | Luciferin 4-monooxygenase (Photinus pyralis), P08659 | purified firefly luciferase, luminescence, 8 min | Potency, µM (series often up to 57.1 µM), without a hit: top-dose activity change, negative = inhibition, actives largely listed as inhibitors | hit rate 2.2% among 72,000 | AID 411, 2009; note: potency is the fitted concentration of half-maximal effect; % is set by controls: 0 for no effect and ±100 for the full control effect; nearly all actives have a fitted effect of over 40% in size
#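 Firefly luciferase (PKLight detection mix) with 10 uM ATP in pH 7.2 imidazole buffer (KCl, MgCl2, Tween 20, BSA). Compounds tested across a concentration series (qHTS). Luminescence read after 8 min at ambient temperature.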
# 4MU fluor = qHTS Assay for Spectroscopic Profiling in 4-MU Spectral Region | hit rate 11% among 59,000 | max dye-equivalent concentration, M | compound autofluorescence, 340/450 nm, 4-MU equivalents; hits give high values; in the data active = max dye-equivalent concentration above about 10 nM; inconclusive = mostly about 1.1 nM to 9.6 nM
#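 Compounds in 100 mM Tris, pH 8.0, sat 15 min at room temperature before fluorescence was read at 340 nm excitation/450 nm emission; a per-plate six-point 4-MU standard curve converted signals to dye-equivalent concentration at each compound concentration.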
# Tau fil binding = qHTS Assay for Tau Filament Binding. recombinant tau filaments, thioflavin S fluorescence, 15 h; filaments grown with octadecylsulfate alongside compound. Potency, µM (top dose mostly 57.1 µM), without a hit: at the top dose activity change, negative = inhibition. hit rate 2% among 71,000;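 note: potency is the fitted concentration of half-maximal effect; % is set by controls: 0 for no effect and ±100 for the full control effect; actives lower thioflavin S fluorescence by blocking filaments or displacing dye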
#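 Assay mix: 1 uM His-tagged tau, 30 uM sodium octadecylsulfate, thioflavine S dye in HEPES/NaCl/DTT buffer. Compound is added prior to the inducer. Fluorescence after 15 h at 37 C.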
# Caspase-1 inhib = qHTS Assay for Allosteric/Competitive Inhibitors of Caspase-1 | P29466 | Caspase-1 enzyme, Ac-WEHD-AFC fluorogenic rate | Potency, µM (top dose mostly 57.5 µM), for the others: at the top dose activity change, negative = inhibition, actives largely listed as inhibitors | hit rate 0.03% among 75,000;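 note: potency is the fitted concentration of half-maximal effect; plate controls were vehicle for no effect and no substrate for full effect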
# HEK293 cAMP ctrl = qHTS Assay for Agonists of the Thyroid Stimulating Hormone Receptor: Activators of Intracellular cAMP Concentrations in Parental HEK 293 | AID 938, 2007 | parental HEK293 CNG cAMP sensor, membrane potential fluorescence | Potency, µM (top dose mostly 57.1 µM), for the others: at the top dose activation, usual class: activators | hit rate 2.5% among 73,000; note: potency is the fitted concentration of half-maximal effect; % of control where 0% means no effect; nearly all actives have a fitted effect of over 55% in size
#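 Counterscreen for endogenous-receptor signalling: CNG-channel HEK 293 cells report cAMP rise by membrane depolarization. After 60 min dye equilibration with 100 uM RO 20-1724, compounds incubated 30 min before bottom-read fluorescence at 590 nm.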
# Rhodamine fluor = qHTS Assay for Spectroscopic Profiling in Rhodamine Spectral Region | max dye-equivalent concentration, M | hit rate 0.05% among 59,000 | Rhodamine-region fluorescence, 547/598 nm, Tris buffer; hits give high values; in the data active = max dye-equivalent concentration above about 11 nM; inconclusive = between about 1.1 nM and that limit
#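 Intrinsic compound fluorescence, ex 547 / em 598 nm, CCD imager. Tris 100 mM pH 8.0; 15 min RT. Output = rhodamine dye-equivalent concentration at each compound concentration.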
# Caspase-7 inhib = qHTS Assay for Allosteric/Competitive Inhibitors of Caspase-7. recombinant caspase-7, Ac-DEVD-AFC fluorescence rate. Potency, µM (highest dose often 57.5 µM), for inactives: top-dose activity change, negative = inhibition, usual class: inhibitors. hit rate 0.02% among 75,000; active = well fitted inhibition curve with a large enough effect in the main read-out, with a control signal flat, not every such curve was filed as active; inconclusive = small, poorly fitted or top-dose-only effect, or a change in a side signal; note: potency is the fitted concentration of half-maximal effect; % of control where 0% means no effect
# The depositor's hits bear a star; i = inactive; ? = inconclusive; / = no result given; [ ] = another dose, or the depositor's remark. Unless noted, calls come from the whole dose curve; as a rule, active = well fitted curve in the direction sought with a large enough effect; inconclusive = small, poorly fitted or top-dose-only effect, or another doubt; inactive = no such curve, though single readings can be large; an effect the other way counts as inactive or inconclusive. The list is partial; the hit share may differ from the screen's.
SMILES,ERK AVP inh,Fluorescein autfl,Texas Red fluor,A350 fluor,Luciferase inh,4MU fluor,Tau fil binding,Caspase-1 inhib,HEK293 cAMP ctrl,Rhodamine fluor,Caspase-7 inhib
C/C(=N/Nc1ccc2ccccc2n1)c1ccccc1O,-22.8%[11.5 µM],i,i,i,1.26µM*,i,-6.1%[11.4 µM],-0.8%[11.5 µM],-7.7%[11.4 µM],i,-1.0%[11.5 µM]
COc1ccc(S(=O)(=O)Cc2ccccc2)cc1N,-9.7%,i,i,i,2.7%,i,2.5%,-0.7%,5.6%,i,-2.2%
COCCNC(=O)c1c(N)sc2c1CCCC2,-20.0%,?,i,4.31e-08M*,-1.0%,3.11e-08M*,16.3%,-15.9%,-14.0%,i,-18.0%
CCOC(=O)c1cnc2c(-c3ccccc3)c(C)nn2c1N,-24.5%,i,i,?,1.1%,?,7.3%,0.4%,?,i,-3.2%
N#Cc1cnn(Cc2ccccc2)c1N,13.3%,?,i,i,0.9%,i,-3.6%,-2.6%,0.7%,i,-4.8%
CCN1CCN(Cc2cc(=O)oc3cc(C)cc(C)c23)CC1,12.1%,i,i,i,1.8%,i,14.2%,0.9%,11.6%,i,0.2%
O=C(CSc1ncnc2c1cnn2-c1ccccc1Cl)N1CCN(C(=O)c2ccco2)CC1,10.0%,?,i,i,-0.7%,i,-1.2%,-2.6%,0.6%,i,-1.0%
CN(C)C(=O)N1CCC(C(=O)NCc2ccc(F)cc2Cl)CC1,0.7%,?,i,i,1.4%,i,0.9%,0.2%,7.6%,i,0.7%
O=C(Cn1ncc2c(=O)oc3ccccc3c21)N1CCN(c2ccccn2)CC1,15.4%,i,i,i,-0.5%,i,0.7%,0.7%,-0.8%,i,-1.5%
c1ccc2cc3[nH]c(CN4CCOCC4)nc3cc2c1,9.8%,i,i,i,-5.5%,i,-7.9%,-2.0%,6.0%,i,0.3%
CCC(=O)N1CCc2cc(S(=O)(=O)Nc3ccc4c(c3)OCCO4)ccc21,-5.9%,i,i,i,0.5%,i,34.7%,-2.5%,?,i,-0.7%
O=C1c2ccccc2C(=O)C12Cc1ccccc1N1CCN(c3ccccc3)CC12 (stereo not given),-8.4%,i,?,i,-0.2%,i,10µM*,-0.5%,-1.3%,i,-2.1%
Cc1ccc(OC(C)c2nnc(N)s2)cc1Cl (stereo not given),-28.2%,i,i,?,-2.7%,?,-5.8%,-2.6%,15.5%,i,-3.3%
Clc1ccc(Cc2noc(CN3CCN(c4ccccc4)CC3)n2)c(Cl)c1,12.4%,i,?,i,1.8%,i,-13.9%,-2.5%,1.4%,i,-3.2%
Cc1ccc(C(C)n2cc(C(=O)NCc3cccnc3)nn2)cc1 (stereo not given),-5.9%,i,i,i,2.1%,i,4.5%,-1.9%,8.8%,i,1.9%
Cc1cc(C)nc(N(C#N)CC(=O)N2CCC(C(N)=O)CC2)n1,-7.0%,?,i,i,7.94µM*,i,8.4%,-1.8%,0.7%,i,0.0%
COc1ccccc1NC(=O)CNS(=O)(=O)c1ccccc1,-21.9%,i,i,i,-0.5%,i,-2.1%,-0.2%,10.2%,i,0.1%
CN1CCN(c2cc(-c3ccccc3C(F)(F)F)ncn2)CC1,2.8%,i,i,i,-1.7%[2.29 µM],i,0.2%,0.9%,3.7%,i,2.1%
Cc1cccc(Nc2nc(NC(C)C)nc(Oc3ccc(=O)n(C)n3)n2)c1,10.0%,?,i,i,1.6%,i,-11.4%,0.4%,3.5%,i,-2.2%
O=C(Cn1cnc2c(nnn2Cc2ccccc2)c1=O)NCc1ccco1,/,/,/,/,1.7%,/,-29.2%,-0.9%,3.5%,/,2.1%
CCc1nnc(NC(=O)CSc2nnc(Cc3ccccc3)o2)s1,8.0%,i,?,i,2.0%,i,2.7%,3.1%,-7.7%,i,-0.3%
CCc1nnc(NC(=O)CCC(=O)O)s1,22.5%,/,/,/,0.0%,/,-2.2%,0.5%,10.2%,/,-2.1%
O=C(CCC(=O)N(Cc1ccco1)C(C(=O)NC1CCCC1)c1ccncc1)Nc1cccnc1 (stereo not given),-7.3%,i,?,i,-0.1%,i,9.8%,-3.6%,1.2%,i,-1.1%
O=C(O)C1C2CCC(C2)C1C(=O)NCc1ccco1 (stereo not given),-10.7%,i,i,i,5.6%,i,2.8%,0.9%,-2.4%,i,0.5%
S=C(Nc1ccccc1)Nc1nccs1,?,?,i,i,-26.0%,i,-2.5%,1.3%,-4.7%,i,0.4%
# (listing goes on)
SMILES,ERK AVP inh,Fluorescein autfl,Texas Red fluor,A350 fluor,Luciferase inh,4MU fluor,Tau fil binding,Caspase-1 inhib,HEK293 cAMP ctrl,Rhodamine fluor,Caspase-7 inhib
COc1ncnc2c1oc1nc(C(C)C)c3c(c12)CC(C)(C)OC3,0.1%,i,?,?,-0.4%,i,4.6%,-1.0%,10.9%,i,0.8%
Cc1nc2c(cnn2-c2ccc(Cl)cc2)c(=O)n1-c1ccc2c(c1)OCCO2,22.2%,i,i,i,2.0%,i,-30.6%,-1.9%,17.1%,i,-0.6%
CC(=O)Nc1nc(=S)n(-c2ccccc2)[nH]1,-5.9%,/,/,/,1.3%,/,7.1%[11.4 µM],-0.7%,6.7%[11.4 µM],/,0.2%
CS(=O)(=O)Nc1nnc(Cc2ccccc2)s1,-8.6%,i,i,i,0.8%,i,-1.8%,0.2%,23.9%,i,-0.3%
Cc1cc(Cl)ccc1OCC(=O)OC(C)C(=O)NC(N)=O (stereo not given),-3.4%,?,i,i,-1.5%,i,-2.7%,2.1%,-3.6%,i,0.2%
COCCn1c(=O)[nH]c2cc(C(=O)NCCCN3CCN(c4ccc(F)cc4)CC3)ccc2c1=O,26.1%,i,i,1.61e-08M*,0.0%,1.6e-08M*,7.8%,-0.3%,13.3%,i,1.4%
Cc1cc(SCC(=O)Nc2c(C)n(C)n(-c3ccccc3)c2=O)n2c(nc3ccccc32)c1C#N,-11.9%,i,i,1.58e-07M*,-0.4%,1.32e-07M*,12.4%,-8.5%,-8.0%,i,-8.8%
COc1ccc(-n2c(C)cc(C(=O)Cn3c(NCCO)nc4ccccc43)c2C)cc1,10µM*,i,i,i,5.6%,i,18.6%,0.2%,21.4%,i,-0.8%
Cc1cccc(OCC2=N/C(=C\N(C)C)C(=O)O2)c1,3.7%,/,/,/,-0.7%,/,-2.4%,-2.0%,18.9%,/,-3.1%
COc1ccc(-c2cn3ccsc3n2)cc1,/,?,i,i,3.98µM*,i,/,/,/,i,/
CC(=O)c1cc(F)c(N2CCCC2)cc1C,5.1%,/,/,/,-0.2%,/,-5.5%,-2.1%,27.0%,/,1.9%
C=CCSC1=C(C#N)C2(CCCCC2)C(C#N)C(=O)N1 (stereo not given),-8.9%,/,/,/,3.2%,/,-9.3%,-1.8%,-8.2%,/,3.5%
CC(=O)c1c(COC(=O)c2cccnc2)nc2ccccc2[n+]1[O-],-14.4%,i,i,1.72e-08M*,1.7%,?,20µM*,-1.8%,3.4%,i,-6.6%
CS(=O)(=O)N(CC(=O)N1CCCCCC1)c1cccc(Br)c1,10.7%,/,/,/,1.4%,/,-9.7%,-3.8%,?,/,-0.9%
CCOCCCNC(=O)C(C)NS(=O)(=O)c1ccc(C)cc1 (stereo not given),-5.2%,i,i,i,1.6%,i,-4.6%,-0.2%,9.1%,i,0.4%
CCOc1ccc(-n2c(SCC(=O)Nc3nccs3)nc3c(c2=O)SCC3)cc1,/,/,/,/,-2.4%,/,i,0.3%,-3.3%,/,-1.3%
CCC(=O)[C@@]1(C)[C@H](C)C[C@@H]2[C@@H]3CCC4=CC(=O)C=C[C@@]4(C)[C@H]3[C@H](O)C[C@]21C,16.7%[25.7 µM],?,i,1.53e-08M*,0.6%[25.5 µM],1.68e-08M*,0.9%[25.6 µM],2.0%[25.7 µM],0.7%[25.6 µM],i,-0.1%[25.7 µM]
CN(C)S(=O)(=O)c1ccc(C(=O)Oc2ccccc2)cc1,7.8%,i,i,i,-0.9%,i,-4.3%,2.2%,1.0%,i,0.0%
Nc1nc(Nc2ccccc2)nc2c1ncn2[C@@H]1O[C@@H](CO)[C@H](O)[C@@H]1O,1.6%,?,?,i,-5.3%,i,-8.0%,1.5%,-3.5%,i,2.2%
CCc1c(C)sc(NC(=O)c2ccco2)c1C(=O)N1CCCCC1,-12.5%,?,?,i,1.4%,i,-0.1%,-2.9%,6.2%,i,-3.2%
C=C(C)Cn1c(C2CC(=O)N(Cc3ccccc3)C2)nc2ccccc21 (stereo not given),/,/,/,/,0.1%,/,-6.5%,-2.3%,5.9%,/,0.6%
Cc1ccc(-c2nnn(CC(=O)NCC3COCCO3)n2)o1 (stereo not given),-0.2%,?,?,2.98e-08M*,3.2%,1.81e-08M*,1.4%,0.0%,2.7%,i,1.2%[0.00368 µM]
